# LEDGF integ inh – blocks HIV-1 LEDGF/p75-dependent DNA integration | inhibition, % at 3.7 µM | 370,000 tested, 0.64% active | TR-FRET IN-LEDGF/p75 DNA integration, Eu/Cy5 | AID 743269;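 active means inhibition above the screen-wide mean plus 3 SD, cut at about 13% in these data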;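 further: signal is the Cy5 over europium emission ratio at 671 and 618 nm; 0% = plate median of compound wells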
# proKLK7 act – activates the human kallikrein-7 zymogen | P49862 | purified proKLK7, EDANS-DABCYL substrate fluorescence; 100% is mature enzyme control, 0% vehicle | activation, % at 7 µM | 370,000 tested, 0.9% active | AID 652039;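 active means activation above the mean of all tested compounds plus 3 SD, computed per campaign excluding outliers beyond control limits, cut at about 13% in these data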
# TDP2 absorb – blocks human TDP2 phosphodiesterase activity; O95551; inhibition, % at 12.8 µM; recombinant TDP2, T5PNP hydrolysis, p-nitrophenol absorbance 415 nm; 370,000 tested, 0.34% active;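 active means inhibition above the mean of all tested compounds plus 3 SD, set per campaign, cut at about 25% in these data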;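 further: 0% = DMSO with enzyme and 100% = buffer with substrate but no TDP2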
# Target sequence (O95551 whole entry, looked up): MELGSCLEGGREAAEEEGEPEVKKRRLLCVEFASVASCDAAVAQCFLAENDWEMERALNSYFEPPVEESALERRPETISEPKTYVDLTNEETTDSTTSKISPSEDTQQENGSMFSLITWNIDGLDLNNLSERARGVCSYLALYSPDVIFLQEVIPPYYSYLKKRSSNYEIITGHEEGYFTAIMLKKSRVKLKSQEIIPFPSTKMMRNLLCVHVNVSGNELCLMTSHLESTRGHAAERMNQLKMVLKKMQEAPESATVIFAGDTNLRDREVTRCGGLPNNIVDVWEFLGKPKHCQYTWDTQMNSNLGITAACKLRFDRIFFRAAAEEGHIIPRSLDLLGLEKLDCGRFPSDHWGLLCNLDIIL
#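 Incubation: 2 h at 37 °C; Test system: recombinant human TDP2; Quantity: enzyme 120 nM; Read-out basis: percent inhibition; Medium: 50 mM Tris-HCl pH 7.5 with Mg2+, KCl, DTT, BSA; Repeats: single replicate; Compound: 12.8 µM single point, 1% DMSO; Signal: epi absorbance; Reagent: 5 mM T5PNP chromogenic substrate; Benchmarks: no-enzyme high, DMSO-plus-enzyme low.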
# DDE Tn7 FP inh – inhibitors of Tn7 peptide binding to human fibrin DD(E). P02675. FP displacement of FITC-Tn7 peptide from fibrin DD(E); 0% = median of compound wells per plate. inhibition, % at 8.3 µM. 370,000 tested, 0.13% active. AID 720508;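 active means inhibition above the mean of compounds falling within the control limits plus 3 SD of them, cut at about 14% in these data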;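 further: 0% = plate median of compound wells and 100% = 10 µM Aha-Tn7 peptide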
#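 Test system – human fibrin DD(E) · Times – 10 min preincubation, 3 h with tracer, room temperature · Detection – fluorescence polarization of the labelled Tn7 tracer · Measure – percent inhibition normalized to high-control wells · Benchmarks – high control wells with 10 µM unlabelled Aha-Tn7 peptide (full inhibition) · Repeats – singlicate testing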
# ADAM17 inh – inhibitors of human ADAM17; inhibition, % at 6.95 µM; 370,000 tested, 0.83% active; recombinant ADAM17, EDANS/DABCYL FRET peptide cleavage; P78536;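 active means inhibition above the mean of compounds lying between control limits plus 3 SD, set per campaign, cut at about 8.5% in these data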;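 further: 0% = DMSO-only wells as the low control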
# ARFGAP1 inh – inhibits rat ARF GTPase activating protein 1. AID 651572. Arfgap1-stimulated ARF1 GTP hydrolysis, GDP FP detection. 360,000 tested, 0.26% active. inhibition, % at 16.5 µM;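 active means inhibition above a per-plate limit, mean inhibition of low control wells plus 3 SD, cut at about 25% in these data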;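 further: 0% = DMSO wells with enzyme and 100% = wells lacking Arfgap1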
# Target sequence (Q62848 1-136 limits assumed): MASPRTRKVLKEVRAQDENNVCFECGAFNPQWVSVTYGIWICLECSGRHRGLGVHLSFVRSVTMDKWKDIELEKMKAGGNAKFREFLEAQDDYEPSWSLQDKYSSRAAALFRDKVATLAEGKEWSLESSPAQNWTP
#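 Material: truncated rat Arfgap1 GAP domain; Incubation: compound-enzyme preincubation 20 min, reaction 120 min, detection 60 min, 25 °C; Read-out: percent inhibition of Arfgap1-stimulated GTP hydrolysis; Technique: FP, GDP Alexa 633 tracer displaced from anti-GDP antibody, 620/688 nm; Controls: No-Arfgap1 wells (100%) versus DMSO full-reaction wells (0%); Replication: single well per compound.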
# ADAM10 inh – ADAM10 inhibition, QFRET primary screen; O14672; recombinant ADAM10, EDANS/DABCYL FRET peptide cleavage, 3 h; inhibition, % at 7 µM; 370,000 tested, 0.62% active; AID 720582;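 active means inhibition above a per-campaign cutoff equal to the mean of compounds falling between control-based bounds plus 3 SD, cut at about 20% in these data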;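 further: 0% = DMSO wells while the 100% control is not disclosed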
# Target sequence (O14672 214-748 limits assumed): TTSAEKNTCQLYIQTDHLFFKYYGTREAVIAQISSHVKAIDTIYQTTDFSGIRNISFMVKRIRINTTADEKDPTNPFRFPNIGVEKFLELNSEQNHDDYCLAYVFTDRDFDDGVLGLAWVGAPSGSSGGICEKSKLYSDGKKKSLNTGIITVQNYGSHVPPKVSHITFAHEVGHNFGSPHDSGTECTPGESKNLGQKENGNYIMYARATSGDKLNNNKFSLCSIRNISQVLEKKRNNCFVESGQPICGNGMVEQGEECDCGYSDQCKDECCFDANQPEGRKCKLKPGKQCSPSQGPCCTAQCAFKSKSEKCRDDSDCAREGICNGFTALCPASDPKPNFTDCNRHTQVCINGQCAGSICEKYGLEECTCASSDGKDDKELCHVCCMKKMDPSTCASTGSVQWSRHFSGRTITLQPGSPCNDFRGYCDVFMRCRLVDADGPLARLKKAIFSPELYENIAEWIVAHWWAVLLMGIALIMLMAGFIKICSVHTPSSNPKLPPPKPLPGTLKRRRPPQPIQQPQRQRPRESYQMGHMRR
# PLC-gamma1 inh – inhibitors of human phospholipase C gamma1 | P19174 | purified PLC-gamma1, fluorogenic substrate, fluorescence | inhibition, % at 12.2 µM | 370,000 tested, 0.84% active | AID 720700; in the data active means inhibition above about 9.5%
# ASAP1 GAP inh – blocks human ASAP1-stimulated Arf1 GTP hydrolysis. Q9ULH1. GDP FP detection. inhibition, % at 16.5 µM. 360,000 tested, 0.19% active. AID 624377; in the data active means inhibition above about 25%;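 further: 0% = vehicle with enzyme and substrate and 100% = no enzyme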
# Tn6 DDE FP – disrupts Tn6 cyclic peptide binding to fibrin D-Dimer-E complex; Fibrin DD(E) TRITC-Tn6 fluorescence polarization displacement; 370,000 tested, 0.21% active; inhibition, % at 8.3 µM;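 active means inhibition above a per-campaign cutoff: mean of compounds within control limits plus 3 SD, cut at about 15% in these data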;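 further: 0% = median of all compound wells on the plate and 100% = blocking peptide control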
# Starred values were filed as active, the others as inactive; x = no result given.
SMILES,LEDGF integ inh,proKLK7 act,TDP2 absorb,DDE Tn7 FP inh,ADAM17 inh,ARFGAP1 inh,ADAM10 inh,PLC-gamma1 inh,ASAP1 GAP inh,Tn6 DDE FP
COc1ccc(NC(=O)c2cnc(NS(=O)(=O)c3ccccc3)nc2)cc1,1.1,-0.5,6.8,-1.1,-0.7,-3.3,-1.7,-1.5,-0.1,7.1
C#CCN1C(=O)S/C(=C\c2cc3c(cc2OC)OCO3)C1=O,-0.6,-0.1,12.7,-6.9,-0.6,16.2,-2.0,-3.8,4.8,-3.2
Cc1ccccc1CN1CCCCC(NC(=O)Nc2cccc(F)c2)C1=O (stereo not drawn),-0.9,0.1,-0.3,8.3,0.0,x,13.5,5.6,x,3.0
COc1ccc(C2CC(C(F)(F)F)n3ncc(C(=O)O)c3N2)cc1OC (stereo not drawn),1.8,0.0,1.7,-3.8,-2.0,6.7,-4.2,-1.3,10.0,-3.5
Cc1ccc(-n2nc(C(=O)O)cc2-c2ccccc2)cc1,-3.2,0.4,-4.2,6.7,-1.1,-2.3,2.0,-4.5,-18.1,11.9
CCN1CCN(C(=O)CN2C(=O)COc3ccc(C)cc32)CC1,-5.4,-0.6,9.1,0.7,-2.4,-12.2,-0.3,1.5,6.7,4.3
O=C(CS(=O)(=O)c1ccc(F)cc1)Nc1nnc(-c2ccccc2Cl)o1,3.0,0.4,6.6,6.3,-3.4,3.2,-5.5,-5.6,5.9,-5.9
CCOC(=O)CC[C@H]1CC[C@]2(CCCN(C(=O)c3ccno3)C2)O1,-0.1,-0.5,1.1,2.0,-2.1,x,-2.1,-1.0,x,-2.4
COc1ccc(C(=O)N/N=C2/SCC(=O)N2Cc2ccc3c(c2)OCO3)cc1OC,-2.6,-0.4,4.3,3.0,-2.8,-9.4,-2.8,-0.2,-3.7,7.9
CC(=O)N1CCC2(CC1)C(C#N)=C(N)Oc1c2sc2nc(C)cc(C)c12,1.4,1.1,4.7,0.9,-4.7,1.9,-7.7,-4.3,15.2,-3.8
Cc1ccc(S(=O)(=O)NC2c3cccc4cccc(c34)C2Sc2nncn2C)cc1 (stereo not drawn),1.4,-0.2,-11.2,1.6,3.4,0.6,-7.0,1.9,-10.2,-2.4
CCC(=O)c1ccc(OCC(O)CN2CCOCC2)cc1 (stereo not drawn),-3.7,-0.3,-9.7,-1.5,-0.2,-0.1,-6.6,-1.1,5.0,-4.6
CC(C)(C)C(=O)N1CCC(O)(CS(=O)(=O)c2ccc(Cl)c(Cl)c2)CC1,-5.1,0.3,10.3,0.0,-5.2,5.4,3.6,-0.9,5.2,2.3
C/C(=N\NC(=O)c1nnn(-c2nonc2N)c1C)c1ccc(-c2ccccc2)cc1,2.2,-0.7,1.2,-5.0,-0.9,-0.4,-0.6,-0.5,6.2,-1.7
O=C1CCC/C(=N\NC(=O)c2ccc(CSc3cccc4cccnc34)cc2)C1,-4.5,-5.7,-5.5,4.8,-113.0,-1.0,-314.8,-239.2,3.5,-8.3
CN(C)CCNC(=O)c1ccc2c(=O)n(Cc3ccc(Cl)cc3)c(=S)[nH]c2c1,4.7,-0.8,-15.9,-7.4,9.1*,-6.2,16.1,-4.0,4.6,-9.7
COc1ccccc1N1CC(C(=O)Nc2nnc(SCC(=O)NCC3CCCO3)s2)CC1=O (stereo not drawn),-4.0,0.2,-7.9,0.2,-2.0,-0.3,-7.7,-2.2,-12.2,-2.0
Cc1onc(-c2ccccc2)c1C(=O)N1CCCc2ccccc21,-4.7,0.1,-10.3,5.8,-2.1,1.8,11.3,1.0,5.1,3.8
Cc1ccc(-c2nnc3n2N=C(c2ccc(Br)cc2)CS3)cc1,-1.5,0.5,-6.8,8.5,0.5,-10.9,-6.2,0.8,5.1,2.4
O=C(COC(=O)/C=C/c1nc2ccccc2s1)Nc1ccccc1Oc1ccccc1,-2.0,0.3,2.3,-1.1,2.0,-2.8,1.2,1.4,8.4,0.0
CN(C)c1ccc(/C=C(/C#N)C(=O)NCc2ccccc2)o1,-5.2,0.2,-0.9,-27.8,7.7,14.0,9.6,-1.7,-0.4,-3.0
Cn1c(=O)oc2cc(S(=O)(=O)Nc3cccc([N+](=O)[O-])c3)ccc21,-2.1,-0.3,-4.4,-1.7,-2.3,-2.6,-7.8,1.6,3.4,6.3
Cc1cc2ccccc2nc1-c1ccccc1F,1.8,0.8,10.3,-1.4,-3.5,-5.3,-4.8,-0.5,12.6,0.6
O=[N+]([O-])c1ccc(Oc2cccc3cccnc23)c(Cl)c1,0.6,0.3,-2.4,-0.3,-0.6,1.1,-4.3,0.9,-15.9,-6.8
NS(=O)(=O)CCCc1ccccc1,0.1,-0.5,3.0,2.9,-2.6,6.2,-0.3,-0.6,-13.3,-1.4
COc1ccc(NC(=O)CCN2C(=O)c3ccncc3C2=O)cc1OC,0.0,-0.2,-3.0,-6.6,-2.8,-1.3,2.6,-2.5,-7.8,-4.3
CCCCCN(C(=O)CCC(=O)OCC(=O)NCCc1ccccc1)c1c(N)n(CCCC)c(=O)[nH]c1=O,-3.9,0.2,1.6,6.7,-3.8,0.3,-4.1,-3.3,-0.1,8.7
O=C(OCC(=O)N1CCN(C(=O)c2ccco2)CC1)c1ccc(Cl)nc1,-0.7,0.6,0.9,-0.7,-2.5,-3.6,-9.2,-5.7,2.5,-3.8
OC(CN=c1sc2ccccc2n1CC(O)COc1ccccc1)COc1ccccc1 (stereo not drawn),0.1,0.8,-6.2,0.3,6.0,9.6,11.1,0.4,6.2,-1.9
COC(=O)[C@@H](NC(=O)N1CCC(Cc2ccccc2)CC1)C(C)C,2.8,-0.6,13.2,-1.2,0.0,-0.1,0.1,5.4,6.9,1.1
CCCC(=O)OC1CCS(=O)(=O)c2sccc21 (stereo not drawn),-1.7,-0.2,13.8,2.6,-6.4,7.0,-1.1,0.0,7.0,-4.4
CC(=O)C1=C(C)Nc2ncnn2C1c1ccc(F)cc1 (stereo not drawn),-4.2,-0.2,-15.7,2.3,-3.7,7.6,-15.4,5.4,-2.8,-8.8
O=C(CN1CCN(c2ccc(Cl)cc2[N+](=O)[O-])CC1)N1CCOCC1,5.0,0.6,11.1,3.1,1.1,5.8,0.7,1.6,6.7,3.7
COc1ccc2cc(C(=O)N3CCN(C)CC3)[nH]c2c1,-0.3,0.3,4.2,-4.7,-1.8,-0.8,-1.6,-0.7,-7.7,-7.2
CCCNC(=O)COc1ccc(-c2nn(C)c(=O)c3ccccc23)cc1,-0.7,-0.1,7.0,5.9,-0.6,-10.4,-2.6,1.1,2.8,1.4
COc1ccc(C(=O)O/N=C2\CCCc3nonc32)cc1,2.6,-0.1,-1.3,-4.2,-2.1,-9.7,-3.4,-0.6,-6.1,-9.5
O=C(Nc1ccc(S(=O)(=O)N2CCCC2)cc1)c1cccnc1,2.4,-0.8,-3.5,-2.3,1.2,-5.4,6.3,6.5,5.2,-2.8
CCC(C)(C)NC(=O)CN(C(=O)c1snc(C(N)=O)c1N)c1ccc(OC)c(OC)c1,-0.3,-0.1,-4.6,6.6,-1.0,-10.7,-2.6,-1.8,-7.6,-3.0
Cc1cc(Cl)ccc1OCC(=O)OCC(=O)NC1CCS(=O)(=O)C1 (stereo not drawn),-1.5,-0.1,6.5,-9.2,-1.8,5.8,-8.8,-1.2,7.5,-2.9
CCCNNC(=O)C(O)(c1ccccc1)c1ccccc1,0.9,0.1,4.9,-4.5,-3.1,11.6,-4.8,0.9,1.8,0.4

# Some of these compounds in order of the LEDGF integ inh value, high to low:
mol	LEDGF integ inh
COc1ccc(C2CC(C(F)(F)F)n3ncc(C(=O)O)c3N2)cc1OC (stereo not drawn)	1.8
COc1ccc(NC(=O)c2cnc(NS(=O)(=O)c3ccccc3)nc2)cc1	1.1
CCCC(=O)OC1CCS(=O)(=O)c2sccc21 (stereo not drawn)	-1.7

# (list continues)
SMILES,LEDGF integ inh,proKLK7 act,TDP2 absorb,DDE Tn7 FP inh,ADAM17 inh,ARFGAP1 inh,ADAM10 inh,PLC-gamma1 inh,ASAP1 GAP inh,Tn6 DDE FP
O=C(c1nn2c(C(F)(F)F)cc(-c3ccc(F)cc3)nc2c1Cl)N1CCOCC1,-5.7,-0.1,-0.1,-0.8,-4.5,8.3,-2.8,-0.1,15.5,3.7
Cc1ccc(S(=O)(=O)N2CCC(C(=O)Nc3ccccc3N3CCCC3)CC2)c(C)c1,-7.3,0.4,-6.3,6.6,-2.0,8.9,-3.0,2.2,-2.3,-1.0
C#CCOCCOCCOCCNc1nc(N2CCN(C(=O)[C@H]([C@@H](C)O)n3cc(CCCCN)nn3)CC2)nc(N2CCN(C(=O)[C@H](C)n3cc(CCC(=O)O)nn3)CC2)n1,0.0,-0.1,9.7,4.8,-2.1,11.1,3.2,1.4,0.5,0.8
NC(N)=Nc1nc2cc([N+](=O)[O-])ccc2o1,7.1,0.8,-1.0,-1.1,-0.6,2.5,1.1,3.8,-1.6,3.3
CCc1nnc(NC(=O)CSc2nc(-c3ccc(OC)cc3)ns2)s1,0.0,-0.4,4.8,-0.9,-3.4,10.7,6.0,3.3,-3.0,3.5
COc1ccc(-c2ccc(C(=O)NCCN3CCOCC3)c3occc23)c(C)c1,-1.2,-0.8,11.8,2.4,-41.2,6.4,-126.6,-23.4,1.7,-12.8
CCCCCCc1ccc(N2C[C@H](CCCCC)[C@@H](CC(=O)NCc3ccc(OC)cc3)C2=O)cc1,1.9,0.6,-12.7,4.0,-1.6,5.7,-3.4,0.3,-5.4,2.1
Cc1cc(SCC(=O)OCC(=O)N2CCCC2=O)c(C)cc1Br,0.1,0.3,8.7,4.2,2.7,0.5,4.6,-2.7,6.6,8.0
Cc1ccc(Cl)cc1NC(=O)Cn1cc(C(F)(F)F)cc(Cl)c1=O,2.5,-0.3,14.3,-0.8,0.0,0.5,6.4,1.1,-6.9,9.1
O=S(=O)(NCCN1CCCC1)c1ccc(Cl)cc1,-2.4,0.3,0.6,2.7,-7.3,7.2,3.7,0.8,-14.7,2.0
CCC(C(=O)Nc1ccc(C(=O)Nc2ccccc2C(=O)O)cc1)c1ccccc1 (stereo not drawn),-0.6,-0.2,16.6,5.4,-0.7,1.8,-4.8,-17.0,-2.7,-7.8
Cc1nn(-c2cccc(C(=O)O)c2)c(C)c1[N+](=O)[O-],1.4,0.7,3.2,-1.4,-1.2,-6.0,3.5,0.9,-6.6,0.4

# Screens deposited in PubChem by The Scripps Research Institute Molecular Screening Center.
